Source: PubChem BioAssay (several laboratories)
ERb coact inh = ER-beta (human) coactivator binding inhibition. Q92731. TR-FRET ER-beta LBD / SRC1-Cy5 peptide binding; receptor agonist-loaded with 1 µM estradiol. inhibition, % at 25.6 µM. 1.3% of 86,000 active;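 active = compounds whose percent inhibition of the receptor-coactivator binding signal exceeds about 50% in the single-dose screen, limit read from the data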;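 note: 0% = receptor plus peptide wells without compound and 100% = peptide-only wells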
ERa SRC1 pot = enhances coactivator binding to human estrogen receptor alpha; coactivator binding (% of control), % at 25.6 µM; TR-FRET ERalpha-LBD/SRC-Cy5 coactivator binding, 2 h; 100 = basal binding, no effect; P03372; 1.3% of 86,000 active; in the data active = activity above about 200%;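 note: binding measured in presence of low estradiol as agonist stimulus; 0% = peptide alone without receptor and 100% = receptor with peptide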
Target sequence (P03372 whole entry, looked up, the tested form may be a part): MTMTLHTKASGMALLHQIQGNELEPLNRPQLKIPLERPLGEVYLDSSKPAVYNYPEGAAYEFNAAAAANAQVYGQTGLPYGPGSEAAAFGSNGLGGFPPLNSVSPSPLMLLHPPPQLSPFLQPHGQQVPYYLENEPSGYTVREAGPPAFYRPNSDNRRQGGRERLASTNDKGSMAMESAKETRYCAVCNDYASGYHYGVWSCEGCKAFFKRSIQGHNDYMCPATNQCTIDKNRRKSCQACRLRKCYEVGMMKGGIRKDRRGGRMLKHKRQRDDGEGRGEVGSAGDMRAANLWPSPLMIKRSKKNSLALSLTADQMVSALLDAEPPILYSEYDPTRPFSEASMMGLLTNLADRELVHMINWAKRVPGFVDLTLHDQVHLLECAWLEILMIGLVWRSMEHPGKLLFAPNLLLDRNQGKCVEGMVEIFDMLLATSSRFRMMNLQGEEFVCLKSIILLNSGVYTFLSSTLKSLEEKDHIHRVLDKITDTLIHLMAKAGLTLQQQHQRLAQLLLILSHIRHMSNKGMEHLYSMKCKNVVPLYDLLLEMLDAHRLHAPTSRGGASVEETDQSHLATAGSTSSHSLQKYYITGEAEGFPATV
Mac1 fbg inh = blocks human CD11b/CD18 adhesion to fibrinogen; K562 CD11b/CD18 adhesion to fibrinogen, ATPlite luminescence; Mn2+ added to activate the integrin; inhibition, % at 10 µM; 0.54% of 93,000 active; AID 1497;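 active = primary inhibition of 50% or more at 10 µM, then 40% or more on retest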; note: some results filed as inactive read as strong as hits
ERa coact inh = blocks coactivator binding to human estrogen receptor alpha | TR-FRET ER-alpha LBD / SRC-1 peptide, estradiol-bound | inhibition, % at 25.6 µM | AID 629 | 1.7% of 86,000 active; in the data active = inhibition above about 50%;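 note: 0% = receptor plus peptide control and 100% = peptide only without receptor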
FAK blocker = FAK (human) kinase inhibition | 0.84% of 97,000 active | biochemical FAK kinase activity assay | Q05397 | AID 727 | inhibition, %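 (tested at 7 µM)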; in the data active = inhibition above about 19%;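 note: 0% = DMSO and 100% = reference compound high control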
PLK1 PBD inh = blocks phosphopeptide binding to human Plk1 polo box domain. P53350. 0.13% of 97,000 active. AID 693. Plk1 PBD phosphopeptide binding, fluorescence polarization. inhibition, %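 (tested at about 20 µM)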; in the data active = inhibition above about 34%, passing the limit was not always enough
CD11b adhes enh = enhancers of human CD11b/CD18 binding to fibrinogen; P05107+P11215; K562 CD11b/CD18 adhesion to fibrinogen, ATPlite luminescence; activation, % at 10 µM; 0.07% of 93,000 active; AID 1499;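 active = 10 µM primary screen giving 50% or more activity, confirmed by 40% or more on retest at that dose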; note: strong numbers were not always called active
PLK1 inh = PLK1 (human) kinase inhibition. inhibition, % at 10 µM. AID 619. recombinant PLK1 kinase, TR-FRET peptide phosphorylation. 0.53% of 97,000 active. P53350;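 active = inhibition of 50% or more in the single-concentration screen; inactive = inhibition below 50%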;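 note: 0% = DMSO max control and 100% = H-89 dihydrochloride min control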
HIV Rev-RRE inh = inhibitors of HIV-1 Rev-RRE RNA interaction | AID 704 | inhibition, % at 8 µM | 0.79% of 97,000 active | Rev peptide-RRE RNA binding, FRET | P05866;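 active = inhibition above the screen-wide mean plus 3 SD, cut at about 35% in these data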;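 note: 0% = median DMSO wells and 100% = median Neomycin B control wells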
Target sequence (P05866 whole entry, looked up): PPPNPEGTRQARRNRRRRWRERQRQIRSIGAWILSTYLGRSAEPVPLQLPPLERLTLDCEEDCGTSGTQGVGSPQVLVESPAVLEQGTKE
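System: Cy5-labelled duplex RRE RNA binding fluorescein-labelled HIV Rev peptide; Signal: fluorescein-to-Cy5 FRET, 480 nm excitation; Also added: labelled Rev peptide; Compound: one concentration, 8 µM nominal; Buffer or medium: HEPES pH 7.5 salt buffer with EDTA; Read-out: % inhibition of FRET ratio versus controls; Schedule: 5 min preincubation and 15 min binding, 25 °C.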
* = called active by the depositor; . = not tested or not shown; [ ] = another dose, or the depositor's remark.

Values in the order – ERb coact inh, ERa SRC1 pot, Mac1 fbg inh, ERa coact inh, FAK blocker, PLK1 PBD inh, CD11b adhes enh, PLK1 inh, HIV Rev-RRE inh
1	O=C1c2ccccc2S(=O)(=O)N1CC1CC(c2ccccc2)=NO1 (stereo not drawn)
 : -6, 122, -8, -1, 0, -15, -4, -3, 1
2	CC(=O)c1cccc(NC(=O)c2nccnc2C(=O)O)c1
 : -3, 113, -7, -5, 2, 22, -2, 1, 5
3	O=c1[nH]c2ccccc2n1CCCSc1cnc2ccccc2n1
 : 0[fluorescence artefact?], 98, 4, 1, 42*, 1, 17, -7, 12
4	Cc1nc(C(F)(F)F)nc(Nc2ccc(Br)cc2)c1C#N
 : ., ., 3, ., -1, 19, 3, -2, 3
5	Cc1ccc2cc(CN(CCCN3CCOCC3)C(c3nnnn3Cc3ccco3)C(C)C)c(=O)[nH]c2c1C (stereo not drawn)
 : -5, 95, ., -3, 0, -17, ., -20, 13
6	COc1cc(OC)cc(C(=O)N2CCN(C3CCN(Cc4ccccc4)CC3)CC2)c1
 : ., ., 5, ., 1, -12, 3, -10, -1
7	CC(C)CCNC(=O)C(C)N(C(=O)Cn1nnc(-c2ccc(F)cc2)n1)C1CCCC1 (stereo not drawn)
 : 13, 98, -8, 3, 1, 3, 0, -4, 1
8	Cc1cc(NC(=O)CCC(=O)N(Cc2ccco2)C(C(=O)NC2CCCCC2)c2ccccc2)no1 (stereo not drawn)
 : -15, 101, ., -13, 0, -15, ., -7, 1
9	O=C(CN1CCCCCC1)Nc1ccc(F)c(F)c1F
 : -4[fluorescence artefact?], 98[fluorescence artefact?], -18, 1, 4, -24, -1, -2, 5
10	COc1ccc2c(c1)[nH]c1c(=O)n(CCc3cnc[nH]3)cnc12
 : 26, 45[fluorescence artefact?], -5, 47, 7, 24, -1, -2, 6
11	COCCN1Cc2cccc(C(=O)Nc3cccc(C)c3C)c2C1=O
 : 4, 99, -13, -11, -3, 5, -2, 0, 3
12	Cc1nnc(SCc2ccc(F)cc2Cl)s1
 : 2[fluorescence artefact?], 103[fluorescence artefact?], -14, 5, 3, -9, 13, -10, 1
13	COc1ccc(/C=N/NC(=O)c2nn(-c3ccc(Cl)cc3)c(=O)c3c(N)scc23)cc1
 : ., ., 7, ., 3, 7, 6, -10, -9
14	COC(=O)c1ccc(COc2cc(O)c3c(c2)OC(C)(C)CC3=O)cc1
 : -14, 94, 84, -15, 0, 1, -13, -10, 3
15	CC(=O)c1ccc2c(c1)C1C=CCC1C(c1ccncc1)N2 (stereo not drawn)
 : 25[fluorescence artefact?], 78[fluorescence artefact?], -10, 12[fluorescence artefact?], 8, 17, 2, 12, -2
16	CCOCCc1nnc(NC(=O)c2ccc(OC)c(OC)c2)s1
 : 5, 109, ., -3, -1, 9, ., -15, -1
17	C#CC(C)(CC)NC(=O)Cn1nnc(-c2ccc(S(C)(=O)=O)cc2)n1 (stereo not drawn)
 : 1[fluorescence artefact?], 96[fluorescence artefact?], 3, 0, 2, -2, -7, -4, 3
18	CN(C)c1ccc(NC(=O)CN2CCC(N3CCCCC3)CC2)cc1
 : ., ., 4, ., 3, 0, -2, -5, -2
19	Cc1ccc(Cn2nnc3c(=O)[nH]c(C4CCN(C(=O)Cc5cccs5)CC4)nc32)cc1
 : -12, 106, 0, -28, 2, 10, -3, 0, 6
20	CCNc1oc(COc2cccc(C)c2)nc1C#N
 : ., ., -3, ., 0, 16, -2, -8, -1
21	COc1ccc(C2=Nc3cccc4cccc(c34)N2)cc1
 : ., ., -10, ., 2, -2, 9, -8, -3
22	CCOC(=O)c1cccc(NC(=O)CSc2nnc(-c3ccoc3C)n2CCOC)c1
 : ., ., -6, ., 1, -16, -4, -12, 8
23	COC(=O)CP(=O)(c1ccccc1)c1ccccc1
 : -1[fluorescence artefact?], 116, -1, 5[fluorescence artefact?], 0, 1, -4, -5, 1
24	CCOCCn1c(CN2CCN(c3ccc(OC)cc3)CC2)nc2c1c(=O)n(C)c(=O)n2C
 : -35, 111, ., -13, 2, 11, ., -12, 4
25	Cc1cc(SCc2ccccc2)nc(=O)[nH]1
 : -4, 98, -3, 2, -2, -23, -4, 7, 12
26	Cc1ccc(N2C(=O)c3ccccc3C2Nc2ccccc2)nc1 (stereo not drawn)
 : -5, 112, -2, -9, -2, 0, 5, 4, 2
27	COc1ccc(OC)c(C2C3=C(CCCC3=O)NC3=C2C(=O)CCC3)c1
 : 0, 107, -3, 1, -2, -6, -4, 4, 10
28	O=C(c1ccc2c(=O)n3c(nc2c1)CCCCC3)N1CCN(Cc2ccccc2)CC1
 : -8, 94, -6, 1, 2, -19, -2, -37, 6
29	Cc1ccc(=O)n(C(C(=O)NCc2ccco2)C(=O)c2ccc(F)cc2)c1 (stereo not drawn)
 : 5[fluorescence artefact?], 89, -12, 5[fluorescence artefact?], -1, -25, 4, -8, -1
30	O=C(NC12CC3CC(CC(C3)C1)C2)N1CCC(O)CC1
 : 0[fluorescence artefact?], 105, 7, 12, -2, 3, -3, 14, -2

Carrying on:
Values in the order – ERb coact inh, ERa SRC1 pot, Mac1 fbg inh, ERa coact inh, FAK blocker, PLK1 PBD inh, CD11b adhes enh, PLK1 inh, HIV Rev-RRE inh
31	CCSc1ccccc1C(=O)N1CCN(c2ccccc2F)CC1
 : -7, 118, -8, -12, -1, -16, 0, -6, 7
32	CCn1cc(C(=O)Nc2nnc(C)s2)c(=O)c2cc(F)c(N3CCN(C(=O)c4ccco4)CC3)cc21
 : 3[fluorescence artefact?], 181, ., 18[fluorescence artefact?], 1, -7, ., -13, 3
33	CCOC(=O)C1CCCN(c2c(NCCCN(CC)c3cccc(C)c3)c(=O)c2=O)C1 (stereo not drawn)
 : -15[fluorescence artefact?], 98[fluorescence artefact?], 6, -59[fluorescence artefact?], 1, -17, -4, 6, 2
34	CCCCNC(=O)CC1C(=O)N(Cc2ccccc2)C(C)c2nc3ccccc3n21 (stereo not drawn)
 : 4[fluorescence artefact?], 98, ., 4, -2, -17, ., -11, 3
35	CCN(CC)C(=O)C1CCN(Cc2cccc(OCc3ccccc3)c2)CC1
 : -2, 98, -10, -2, 2, -2, -1, 10, 7
36	CCOc1cc(C2Nc3ccccc3C(=O)N2c2ccccc2)ccc1O (stereo not drawn)
 : 9, 88, -5, 3, -2, 10, -6, -7, 3
37	CCn1c(SCC(=O)Nc2cccc(NC(=O)c3cccs3)c2)nnc1-c1ccncc1
 : -11, 105, 19, -15, -1, -10, -5, 12, 3
38	CC1CCC2(CC1)NC(=S)N(c1ccccc1)N2 (stereo not drawn)
 : -4, 87, -14, -4, 4, 6, -4, -7, 2
39	CC1(C)OC(=O)N(Cc2ccco2)C1(C)O (stereo not drawn)
 : 5, 119, ., -3, 0, -10, ., -15, 6
40	Cn1c(=O)c2c(nc(Oc3ccccc3)n2C)n(C)c1=O
 : 0, 95, -3, -3, 0, 3, 1, -3, 6
41	Cc1ccc(-n2nnnc2SCC(=O)Nc2ccc3c(c2)OCCO3)cc1C
 : 3, 124[fluorescence artefact?], ., 20[fluorescence artefact?], 1, -30, ., -13, 7
42	CN(C)S(=O)(=O)N(CC(=O)Nc1cccc(F)c1)c1ccccc1
 : 36, 64, -19, 31, 3, 19, 4, -1, -1
43	O=C(CCNC(=O)Cn1cnc2ccccc2c1=O)NCCC1=CCCCC1
 : 3, 92, -8, -1, ., ., -4, ., .
44	O=C1CCCC/C1=C\Nc1ccccc1C(=O)O
 : -9, 99, 6, -9[fluorescence artefact?], 5, -10, -2, -2, 10
45	Cc1cc(Cl)ccc1OCC(=O)NCCOc1nc(N2CCOCC2)nc(N2CCOCC2)n1
 : ., ., -8, ., -6, -24, -2, -4, 2
46	COc1ccc(-n2nnnc2SCC(=O)N2CCCC2)cc1OC
 : -2, 114, -11, 2[fluorescence artefact?], -2, -1, -3, -5, 4
47	CC(=O)Nc1ccc(-c2cn3ccsc3n2)cc1
 : -7, 116, -20, -2, -1, 14, -2, -7, 8
48	O=C(OCC(=O)N1CCN(C(=O)c2ccco2)CC1)c1ccccc1C(=O)c1ccc(Cl)cc1
 : 1[fluorescence artefact?], 99, 5, 6[fluorescence artefact?], -2, 4, -2, -9, 0
49	O=C(C1CCC(C(=O)N2CCCC2)CC1)N1CCCC1 (stereo not drawn)
 : -3, 123, ., 10[fluorescence artefact?], -2, 4, ., 6, 4
50	Cc1c(CCC(C)C)c(-n2ccnc2C)n2c(nc3ccccc32)c1C#N
 : -9, 123, ., -12, -5, 20, ., -7, 3
51	CNc1nc(CCN2C(=O)c3ccccc3C2=O)cs1
 : ., ., ., ., -7, 3, ., 2, -2
52	Cc1ccc(OCC(=O)N/N=C/c2ccncc2)cc1
 : ., ., ., ., 2, -16, ., -6, -1
53	O=C(NCc1ccco1)c1cnn2c(C(F)(F)F)cc(-c3cccs3)nc12
 : 16[fluorescence artefact?], 68, -2, 15, -10, -23, 0, -3, 2
54	CCOc1ccccc1CN(Cc1ccco1)S(=O)(=O)c1ccc(-n2cnnn2)c(OC)c1
 : ., ., 8, ., -3, -6, -1, -11, -3
55	CCN(CC)c1nc(-c2ccccc2)cc(C(F)(F)F)c1C#N
 : ., ., 5, ., 5, 1, 6, -15, 8
56	COC(=O)c1ccccc1NC(=O)c1nc2nc(C)cc(C)n2n1
 : 6, 85, -4, -5, -2, -5, 1, -2, 3
57	CNC(C)c1cc(OC)ccc1OC (stereo not drawn)
 : 22[fluorescence artefact?], 109, ., -4, -3, 4, ., -12, 4
58	O=C1CC(c2ccccc2)C(=O)N1c1cccc(O)c1 (stereo not drawn)
 : 12, 116, -6, 5[fluorescence artefact?], -1, 18, 4, -8, 3
59	N#Cc1ccccc1Sc1ccccc1C(=O)OCC(=O)N1CCN(C(=O)c2ccco2)CC1
 : -3, 100, -6, -12, ., ., -4, ., .
60	O=C(c1ccccc1S(=O)(=O)NCc1ccccc1)N1CCCCC1
 : -3, 118, 3, -9, ., 16, 4, 2, .
61	COc1ccc2[nH]c3c(=O)n(CCCCC(=O)NCCN4CCCC4)c(=S)[nH]c3c2c1
 : 22[fluorescence artefact?], 55[fluorescence artefact?], -27, 22, 7, -23, 0, -10, 1
62	C/C(=N\NC(=O)c1cccc(F)c1)c1ccc(Br)s1
 : ., ., ., ., -6, 5, ., -10, -5
63	O=C(c1ccc(F)cc1)c1c[nH]c(C(=O)NCc2cccnc2)c1
 : ., ., -22, ., -1, -13, -4, 3, -1

2 entries picked at random from those above, as already listed:
Values in the order – ERb coact inh, ERa SRC1 pot, Mac1 fbg inh, ERa coact inh, FAK blocker, PLK1 PBD inh, CD11b adhes enh, PLK1 inh, HIV Rev-RRE inh
49	O=C(C1CCC(C(=O)N2CCCC2)CC1)N1CCCC1 (stereo not drawn)
 : -3, 123, ., 10[fluorescence artefact?], -2, 4, ., 6, 4
56	COC(=O)c1ccccc1NC(=O)c1nc2nc(C)cc(C)n2n1
 : 6, 85, -4, -5, -2, -5, 1, -2, 3
